# Assay outcomes from PubChem.
# Abeta rescue: A-beta toxicity reversal in yeast | yeast expressing A-beta42, growth rescue, OD600, 48 h; response scale: 0% DMSO, 100% iron-clioquinol control | Potency, µM (highest dose often 46.1 µM), for the others: at the highest dose growth rescue, actives largely listed as activators | hit rate 0.063% among 410,000; also: potency is read from the fitted curve at half-maximal effect; nearly all actives have a fitted effect of over 55% in size
#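 Yeast A-beta toxicity model in growth medium with pinned compounds, 48 h at 30 C; growth read as absorbance at 600 nm. Normalized to FeCl3/clioquinol equimolar mix (positive) and DMSO (negative).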
# WRN inhibitor: WRN helicase (human) inhibition. Potency, µM (doses to about 114 µM), without a hit: at the top dose activity change, negative = inhibition, usual class: inhibitors. hit rate 0.46% among 360,000. WRN helicase unwinding, fluorescent forked duplex, kinetic. Q14191. AID 651768; also: potency is read from the fitted curve at half-maximal effect; % is scaled to controls: 0 for no effect and ±100 for the full control effect; nearly all actives have a fitted effect of over 55% in size
#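 Screening of the MLSMR collection measured strand separation of a quenched forked DNA duplex (100 nM) by 20 nM WRN with 2 mM ATP, all final. Compounds were preincubated with enzyme 15 min at room temperature.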
# PLK1 PBD block: PLK1 (human) polo-box domain binding inhibition | AID 720504 | Potency, µM, for the others: max response, negative = inhibition, hits mostly inhibitors | Plk1 PBD binding of FITC phosphopeptide, fluorescence polarization | P53350 | hit rate 2.8% among 360,000; also: potency is read from the fitted curve at half-maximal effect; series mostly up to about 57 µM; % is scaled to controls: 0 for no effect and ±100 for the full control effect; nearly all actives have a fitted effect of over 65% in size
# aSyn yeast inh: inhibitors of alpha-synuclein toxicity in yeast; Yeast expressing alpha-synuclein, growth rescue, BacTiter-Glo, 24 h; Potency, µM (titrated, usually from 46.1 µM), inactives show top-dose growth rescue (activation), actives largely listed as activators; hit rate 0.14% among 370,000; AID 652106; also: potency is read from the fitted curve at half-maximal effect; % of control where 0% means no effect; nearly all actives have a fitted effect of over 65% in size
#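 Rescue of yeast growth: cells expressing toxic alpha-synuclein, induced in galactose at OD600 0.02, incubated with compound 24 h at 30 C. ATP luminescence quantified growth; inhibitors of toxicity appear as activators.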
# EPAC1 agonist: agonists of human EPAC1; EPAC1 agonist qHTS, biochemical assay; response scale: 100% = response to 6.5 mM cAMP; AID 720707; Potency, µM (top dose mostly 154 µM), inactives show top-dose activation, most hits filed as activators; hit rate 0.073% among 360,000; O95398; also: potency is read from the fitted curve at half-maximal effect; nearly all actives have a fitted effect of over 60% in size
# Target sequence (O95398 whole entry, looked up): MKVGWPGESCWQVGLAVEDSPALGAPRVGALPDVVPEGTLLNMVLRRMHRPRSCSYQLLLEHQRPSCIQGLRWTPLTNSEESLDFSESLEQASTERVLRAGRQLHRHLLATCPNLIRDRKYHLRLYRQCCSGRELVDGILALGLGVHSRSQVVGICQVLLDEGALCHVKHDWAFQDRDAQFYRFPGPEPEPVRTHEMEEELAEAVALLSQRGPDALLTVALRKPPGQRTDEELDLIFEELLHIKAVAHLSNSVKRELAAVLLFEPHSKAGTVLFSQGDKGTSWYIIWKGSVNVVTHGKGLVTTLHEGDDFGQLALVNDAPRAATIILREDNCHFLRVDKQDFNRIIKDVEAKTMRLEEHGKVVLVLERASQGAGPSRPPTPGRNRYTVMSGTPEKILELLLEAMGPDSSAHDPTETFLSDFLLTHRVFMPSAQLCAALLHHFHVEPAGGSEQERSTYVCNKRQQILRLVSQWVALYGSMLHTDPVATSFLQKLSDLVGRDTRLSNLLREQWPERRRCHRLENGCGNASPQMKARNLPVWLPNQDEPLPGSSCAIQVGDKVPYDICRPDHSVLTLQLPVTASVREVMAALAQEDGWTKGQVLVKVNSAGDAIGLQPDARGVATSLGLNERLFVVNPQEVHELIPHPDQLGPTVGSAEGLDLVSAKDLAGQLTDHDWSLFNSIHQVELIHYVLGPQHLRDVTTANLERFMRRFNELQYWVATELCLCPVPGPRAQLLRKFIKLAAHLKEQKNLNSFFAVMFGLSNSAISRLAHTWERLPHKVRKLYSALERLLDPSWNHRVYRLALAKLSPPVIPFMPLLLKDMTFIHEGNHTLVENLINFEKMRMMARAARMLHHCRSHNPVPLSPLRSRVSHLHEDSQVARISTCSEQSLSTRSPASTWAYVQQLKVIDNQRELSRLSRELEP
#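 Fluorescent GDP-exchange assay: 100 nM EPAC1 with 250 nM Rap1B preloaded with BODIPY-GDP and 50 uM GDP; compounds tested as concentration series, 5 min at room temperature, then read every 5 min for 30 min (ex 480/em 540 nm); normalized to 6.5 mM cAMP.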
# PI5P4K alpha inh: PI5P4K alpha (human) kinase inhibition | P48426 | PI5P4Kalpha enzyme, ADP-Glo luminescence, 60 min; hits give low values | max response, % | hit rate 1.2% among 330,000 | AID 652105; active = max response of -50% or lower; inconclusive = between -30% and -50%; inactive = -30% or higher; also: value at the top dose of about 77 µM; % is scaled to controls: 0 for no effect and ±100 for the full control effect
#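 ADP-Glo luminescence end-point read after a 60 min room-temperature kinase reaction of PI5P4Kalpha plus substrate, initiated with ATP at 5 microM final. Buffer: 0.038 M HEPES pH 7.4, EGTA, 0.1% CHAPS, 5% DMSO.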
# FUS yeast rescue: suppressors of FUS proteinopathy in yeast. Potency, µM (doses to about 76.6 µM), without a hit: at the top dose growth rescue (activation), actives largely listed as activators. S. cerevisiae FUS-expressing, growth rescue, OD600, 24 h. hit rate 0.24% among 390,000;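 also: potency is read from the fitted curve at half-maximal effect; plate controls were DMSO vehicle for no effect and reference control for full effect; nearly all actives have a fitted effect of over 55% in size; some results filed as inactive show a strong effect at the top dose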
#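 Galactose (2%) drives FUS expression in yeast precultured in raffinose; seeding density OD 0.005. Test compounds incubated 24hr at 30C and 99% humidity before absorbance at 600 nm was measured.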
# IL-2 act: IL-2 activation. IL-2 activation reporter assay, cell-based qHTS; stimulated with anti-CD3/CD4/CD28 beads; in transgenic mouse T cells. activation, % (series mostly up to about 46 µM). hit rate 0.065% among 360,000. AID 652025; in the data active = activation above about 50%; inconclusive = mostly about 30% to 49%; also: 0% is about no effect
#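 EGFP and DsRed fluorescence is measured by plate cytometry in unstimulated transgenic mouse T cells exposed to compound for 60 minutes, then stimulated 18 hours at 37 degrees C with anti-CD3/anti-CD4 beads plus anti-CD28.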
# EPAC1 antagonist: antagonists of human EPAC1 | O95398 | Potency, µM (doses to about 115 µM), for the others: at the top dose activity change, negative = inhibition, actives largely listed as inhibitors | EPAC1 GEF assay, Rap1b-BODIPY-GDP exchange fluorescence | AID 720709 | hit rate 0.14% among 360,000;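 also: potency is read from the fitted curve at half-maximal effect; plate controls were vehicle for no effect and positive control for full effect; nearly all actives have a fitted effect of over 50% in size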
# An asterisk follows results filed as active; ? = inconclusive; . = no result given; [ ] = dose if it differs, or a comment. Unless noted, calls follow the shape of the dose curve; as a rule, active = well fitted curve in the direction sought with a large enough effect; inconclusive = small, poorly fitted or top-dose-only effect, or another doubt; inactive = no such curve, though single readings can be large; an effect the other way counts as inactive or inconclusive.
SMILES,Abeta rescue,WRN inhibitor,PLK1 PBD block,aSyn yeast inh,EPAC1 agonist,PI5P4K alpha inh,FUS yeast rescue,IL-2 act,EPAC1 antagonist
CCCCCCCNC(=O)CN1N=C(c2ccc(C)cc2)CCC1=O,21%,0%,6%,-1%,-9%,6,44%,0.0,0%
CCOc1ccccc1NC(=O)COc1coc(CN2CCCc3ccccc32)cc1=O,6%,-15%,-3%,8%,7%,-6,35%,-5.9,3%
Cc1cccc(CC(=O)NCCn2c(C)cc3ccccc32)c1,1%,4%,-2%,14%,5%,3,20%,-1.1,10%
CC(=O)c1c(C)[nH]c(C(=O)OCc2cc(=O)n3cc(Br)ccc3n2)c1C,2%,-13%,1%,3%,16%,?,10%,-0.7,9%
CCOC(=O)CNC(=O)c1cn(C)c(=O)c2cc(OC)c(OC)cc12,8%,-2%,-6%,-11%,-3%,2,2%,2.6,5%
COc1cc2c(cc1OC)CN(Cc1cc(=O)oc3cc(C)c(C)cc13)CC2,6%,-4%,-3%,5%,-1%,5,.,-4.6,-3%
c1ccc(-c2ccc(-c3ccccn3)s2)nc1,-19%,6%,-8%,2%,2%,-4,-2%,-0.5,-10%
CSc1nc(N)nc(SCC(=O)Nc2cccc(F)c2)c1C#N,-3%,-14%,-8%,0%,5%,18,.,-0.5,?
CCc1ccc(NC(=O)Nc2ccc3c(c2)N(C)C(=O)CS3)cc1,-18%,-4%,?,-3%,-10%,-7,-16%,-2.5,-5%
CC(C)(C)OC(=O)N1CCC(c2cc(=O)n3[nH]cc(C(=O)Nc4ccc(F)c(Cl)c4)c3n2)CC1,.,-2%,24µM*,-8%,-1%,10,-4%,1.3,-3%
Cc1ccc(C)c(NS(=O)(=O)c2ccc(OCC(=O)NCC3CCCO3)cc2)c1 (stereo unspecified),-7%,-34%,-20%,2%,9%,-1,26%,0.0,-16%
COc1ccc(OC)c(Cc2nnc(CCC(=O)N3CCC(N4CCCCC4)CC3)o2)c1,-13%,0%,-13%,0%,0%,3,26%,-0.7,16%
Cc1ccc(CONC(=O)c2ccccc2)cc1,1%,-8%,-2%,0%,3%,19,11%,-2.3,5%
CC(=O)NC1=NC(=O)CS1,6%,5%,-7%,1%,-1%,.,4%,-2.5,7%
Cc1cc2cc(CN(CC3CCCO3)C(=S)Nc3ccccc3)c(=O)[nH]c2cc1C (stereo unspecified),16%,-5%,-1%,22%,-1%,1,.,0.3,2%
COc1ccc(C(=O)Nc2nc(CC(=O)NCc3ccc(F)cc3)cs2)cc1,1%,-2%,-1%,-2%,-11%,2,-13%,-4.0,-7%
CC1Oc2ccccc2C=C1/C=N/NC(=O)c1ccccc1O (stereo unspecified),0%,-5%,?,-17%,-2%,5,16%,-2.9,-29%
O=c1c2oc3ccccc3c2ncn1Cc1ccc(F)cc1,4%,-8%[57.1 µM],-1%,-3%,2%,1,14%,-0.3,-19%
O=C(Nc1cccc(S(=O)(=O)N2CCOCC2)c1)c1cc(=O)[nH]c2ccccc12,-2%,2%,-13%,0%,0%,2,-1%,0.9,1%
N#C/C(=C\c1cccn1-c1ccccc1)C(=O)NC1CCCCC1,-7%,-5%,-7%,-10%,-3%,-6,.,-2.0,2%
O=C(CC(=O)NCCc1ccccc1)NCCc1ccccc1,12%,4%,0%,6%,0%,4,6%,0.8,18%
CCOC(=O)C1(Cc2cccc(F)c2)CCN(C2CCOCC2)CC1,1%,-26%[57.1 µM],-9%,-7%,4%,0,0%,-4.6,-22%
CCOC(=O)CSc1nc(C)cc(=O)[nH]1,-10%,-9%,-11%,-4%,13%,.,13%,-0.1,-12%
COc1ccccc1CNC(=O)COC(=O)c1ccc(C)s1,-13%,1%,-4%,1%,-9%,3,-21%,0.1,-4%
NC(=O)[C@H]1CC2(CC(c3cccc(NC(=O)COc4ccc(Cl)cc4)c3)=NO2)CN1C(=O)Cc1ccc([N+](=O)[O-])cc1 (stereo partly specified),-4%,-34%,-10%,17%,-15%,-1,?,-3.9,-3%
COc1ccccc1NS(=O)(=O)c1cccc(NC(=O)Nc2ccccc2)c1,-3%,-12%,1%,4%,5%,1,.,-4.4,-16%
CCC(=O)N1CCc2cc(OC)c(OC)cc2C1COc1ccc(C(=O)OC)cc1 (stereo unspecified),0%,4%,-6%,-1%,-2%,.,27%,-3.3,13%
Cc1ccc(C)c2c1cc(C)c1nnc(SCC(=O)Nc3nc4c(s3)CCCC4)n12,31%,-16%,-8%,17%,3%,-4,.,-0.2,-8%
Cc1ccc(S(=O)(=O)/N=C(/c2ccccc2)N2CCOCC2)c(C)c1,-4%,-7%,-18%,-3%,-1%,8,1%,-0.8,-12%
CC1CCCCN1CCCNC(=O)c1cc(Br)c(Br)[nH]1 (stereo unspecified),?,3%[57.1 µM],3%,1%,-1%,-1,23%,0.5,-8%

# Shown tab-delimited: seven of the compounds above
Compound	Abeta rescue	WRN inhibitor	PLK1 PBD block	aSyn yeast inh	EPAC1 agonist	PI5P4K alpha inh	FUS yeast rescue	IL-2 act	EPAC1 antagonist
CCOC(=O)CSc1nc(C)cc(=O)[nH]1	-10%	-9%	-11%	-4%	13%	.	13%	-0.1	-12%
COc1ccccc1CNC(=O)COC(=O)c1ccc(C)s1	-13%	1%	-4%	1%	-9%	3	-21%	0.1	-4%
NC(=O)[C@H]1CC2(CC(c3cccc(NC(=O)COc4ccc(Cl)cc4)c3)=NO2)CN1C(=O)Cc1ccc([N+](=O)[O-])cc1 (stereo partly specified)	-4%	-34%	-10%	17%	-15%	-1	?	-3.9	-3%
COc1ccccc1NS(=O)(=O)c1cccc(NC(=O)Nc2ccccc2)c1	-3%	-12%	1%	4%	5%	1	.	-4.4	-16%
CCC(=O)N1CCc2cc(OC)c(OC)cc2C1COc1ccc(C(=O)OC)cc1 (stereo unspecified)	0%	4%	-6%	-1%	-2%	.	27%	-3.3	13%
Cc1ccc(C)c2c1cc(C)c1nnc(SCC(=O)Nc3nc4c(s3)CCCC4)n12	31%	-16%	-8%	17%	3%	-4	.	-0.2	-8%
Cc1ccc(S(=O)(=O)/N=C(/c2ccccc2)N2CCOCC2)c(C)c1	-4%	-7%	-18%	-3%	-1%	8	1%	-0.8	-12%

# Additional structures:
SMILES,Abeta rescue,WRN inhibitor,PLK1 PBD block,aSyn yeast inh,EPAC1 agonist,PI5P4K alpha inh,FUS yeast rescue,IL-2 act,EPAC1 antagonist
Cc1ccc(S(=O)(=O)N2CCC(C(=O)O)CC2)cc1,-1%,8%,-10%,-2%,1%,0,7%,0.4,-7%
O=C(CCc1ccccc1)N[C@@H]1c2ccccc2CC[C@H]1OCc1ccccc1,-11%,1%,-18%,-5%,-13%,-8,-6%,-0.9,-7%
O=C(COC(=O)/C=C/c1ccc2c(c1)OCO2)NCc1ccc(F)cc1,-4%,25%,2%,-3%,-10%,-1,-19%,-2.9,7%
CC(NC(=O)Cn1cccc1C(=O)c1ccccc1)c1ccccc1 (stereo unspecified),15%,-4%,5%,1%,-5%,0,19%,-0.9,8%
CN(C)CCCNc1nc(N)c([N+](=O)[O-])c(NCc2ccccc2)n1,-23%,37%[activator],-20%,-1%,12%,0,6%,0.2,-1%
CCCc1nnc(NC(=O)Nc2ccccc2OC)s1,7%,-9%,-3%,7%,-8%,-5,.,-2.7,-3%
CCN(CC(=O)NCc1cccs1)C(=O)CCC(=O)c1ccc(C)cc1,10%,-3%,-2%,2%,-5%,-3,-4%,-2.2,1%
O=C(Nc1cccc(O)c1)C1CC(c2cccc(Br)c2)=NO1 (stereo unspecified),19%,-5%,-15%,14%,10%,3,13%,0.6,?
COc1ccc(Cl)cc1NC(=O)c1cccnc1,10%,-6%,-9%,8%,5%,.,20%,2.1,0%
O=C(CSc1ccccc1Cl)N1CCC(c2nc3ccccc3s2)CC1,28%,-9%,-7%,?,10%,16,40%,3.9,-13%
CC(=O)c1sc(NC(=O)c2ccc(F)c(S(=O)(=O)N3CCOCC3)c2)nc1C,-4%,-7%,-10%,-6%,-4%,-2,-22%,0.9,-4%
COc1ccc(C(=O)NC2CC2)cc1OC1CCN(Cc2ccc(F)cc2Cl)CC1,2%,-29%,-14%,-2%,-1%,11,.,-2.4,-20%
COCCN(C(=O)COC(=O)c1ccc(C)o1)c1c(N)n(Cc2ccccc2)c(=O)[nH]c1=O,-7%,9%,-8%,-10%,5%,-5,.,0.9,3%
OCCCNc1cc(-c2ccnc(Nc3cccc(Cl)c3)n2)ccn1,-1%,-14%,0%,0%,0%,-51*,-13%,-0.6,-17%
CC(=NNC(=S)N1CCN(c2ccccn2)CC1)c1nccs1,-69%[inhibitor],-5%,-7%,11%,5%,8,.,0.0,-3%
Cn1ccnc1C1CCCCN1C(=O)c1cc(COc2ccc(F)cc2F)on1 (stereo unspecified),-8%,-3%,-7%,?,11%,2,11%,-3.4,?
CN(CCc1ccccc1)C(=O)c1ccc(NC(=O)Cc2cccc(NC(=O)C3CCN(C(=O)C4CCCC4)CC3)c2)cc1,4%,1%,-6%,4%,1%,-12,?,-0.2,-8%
